APP 5'UTR act: APP 5'UTR luciferase reporter activation; SH-SY5Y APP 5'UTR luciferase reporter, luminescence; zero percent = DMSO vehicle wells; activation, % at 2 µM; actives 1% (n = 190,000); AID 1276;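 active = activation above a set limit, based on mean plus 3 SD of controls, cut at about 140% in these data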; also: values of inactives mirror those of a sister screen read the other way
TNAP inh noacc: blocks human TNAP activity with no phosphate acceptor present. P05186. AID 1012. purified TNAP, CDP-star luminescence, 30 min. inhibition, % at 20 µM. actives 0.26% (n = 200,000);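 active = tissue-nonspecific alkaline phosphatase inhibition above about 50% at 20 µM in the single-dose screen, limit read from the data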;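 also: 0% = DMSO negative control and 100% = EDTA positive control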
Target sequence (P05186 whole entry, looked up): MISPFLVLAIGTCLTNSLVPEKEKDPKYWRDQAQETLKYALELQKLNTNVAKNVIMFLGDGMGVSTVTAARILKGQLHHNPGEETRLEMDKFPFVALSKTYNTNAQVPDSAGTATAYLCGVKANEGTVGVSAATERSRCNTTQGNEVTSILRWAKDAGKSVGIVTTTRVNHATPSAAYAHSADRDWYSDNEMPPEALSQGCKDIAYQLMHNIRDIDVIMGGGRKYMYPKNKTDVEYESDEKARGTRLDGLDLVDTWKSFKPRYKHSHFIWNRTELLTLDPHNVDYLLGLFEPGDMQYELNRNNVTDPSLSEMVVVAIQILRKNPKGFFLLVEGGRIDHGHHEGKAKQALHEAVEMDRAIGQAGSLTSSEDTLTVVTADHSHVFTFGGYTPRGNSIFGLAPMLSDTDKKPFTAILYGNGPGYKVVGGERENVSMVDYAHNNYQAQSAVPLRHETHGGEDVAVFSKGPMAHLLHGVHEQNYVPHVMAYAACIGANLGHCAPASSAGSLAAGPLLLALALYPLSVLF
PMI act satM6P: activators of human phosphomannose isomerase at near-saturating mannose 6-phosphate; P34949; coupled PMI enzyme assay, resazurin fluorescence, 20 min; active compounds read high; 1 = untreated enzyme, 0 = substrate-free blank; activation factor at 20 µM; actives 0.34% (n = 190,000); AID 1216;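 active = activation factor of 2 or more at 20 µM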
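Material: human phosphomannose isomerase with PGI, G6PDH, diaphorase coupling enzymes / Reagent: Man-6-P substrate 1.0 mM / Dosing: single compound dose of 20 µM, 1% DMSO final / Incubation: enzyme reaction with compound 20 min at room temperature / Signal: resorufin fluorescence (Ex 544/Em 590 nm) from resazurin via diaphorase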
NF-kB expr up: NF-kB expression increase, human neuronal cells. NF-kB reporter expression; active compounds read high. fold change at 12.5 µM. actives 1.6% (n = 190,000); in the data active = fold change above about 3.3
bIAP activator: increases bovine intestinal alkaline phosphatase activity. purified bovine IAP, CDP-star luminescence, 30 min; active compounds read high; fold of DMSO-control signal, blank-subtracted. activation factor at 20 µM. actives 0.17% (n = 200,000). AID 1016;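 active = activation factor of 2 or more at 20 µM, a signal rise over negative controls twice the positive control's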
FLuc inhib CS: Photinus pyralis luciferase inhibition counter-screen. P08659. ATPLite firefly luciferase biochemical luminescence, 10 min. inhibition, % at 10 µM. actives 1.5% (n = 200,000). AID 1006;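 active = inhibition above about 50% when tested at 10 µM, limit read from the data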
TNAP inh hi DEA: blocks human TNAP under high phosphate acceptor concentration; P05186; purified TNAP, CDP-star luminescence, 1 M DEA; actives 0.03% (n = 200,000); inhibition, % at 20 µM;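 active = over 50% inhibition of tissue-nonspecific alkaline phosphatase at 20 µM in the single-dose screen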;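 also: plate controls were DMSO wells for no effect and EDTA-quenched wells as full inhibition for full effect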
FLuc stim CS: affects firefly luciferase, flagging false hits in luciferase stimulation screens; ATPlite luciferase biochemical, luminescence, 10 min; 0 = ATP-free wells, 1 = DMSO control; AID 1027; P08659; activation factor at 10 µM; 200,000 tested, under 10 active;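 active = luciferase activation factor, scaled between plate controls, of at least 2 with compound at 10 µM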
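assay system = Luciferase/luciferin detection reagent, cell-free biochemical luciferase assay | also added = ATP substrate | times = 10 min post-reagent at room temperature | measured by = luminescence from luciferase reaction | measure = luciferase activation, seen as luminescence increase over controls | benchmarks = low control with PBS replacing ATP, high control enzyme plus ATP without compound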
TNAP act hiacc: TNAP (human) activation, high acceptor; activation factor at 20 µM; purified TNAP, CDP-star luminescence, 1 M DEA, 30 min; active compounds read high; 0 = EDTA background, 1 = DMSO-only activity; 200,000 tested, under 10 active;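 active = activation factor at least 2 at 20 µM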
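Measured by: Luminescent substrate turnover signal | Test system: Human TNAP | Input: TNAP 1/800 final | Dosing: 20 µM single point | Schedule: 30 min, room temperature | Controls: EDTA wells as negative control, DMSO wells as positive control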
PMI act: phosphomannose isomerase (human) activation. P34949. purified human PMI, coupled resazurin fluorescence, 20 min; active compounds read high; 1 = vehicle control, 0 substrate-free wells. activation factor at 20 µM. actives 0.005% (n = 190,000). AID 1214;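 active = activation factor of 2 or more at 20 µM, relative to plate controls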
Numbers without * were called inactive.

#1 COc1ccc(-c2nn(-c3ccccc3)cc2/C=N/NC(=O)c2cccc(S(=O)(=O)Nc3ccccc3Cl)c2)cc1
#2 O=C(CNC(=O)c1ccncc1)N/N=C/c1ccccn1
#3 CCOC(=O)C(C)Oc1c(Br)cc(C2NC(=O)NC(C)=C2C(C)=O)cc1OCC (configuration not stated)
#4 COC(=O)c1cccc(NC(=O)CCc2ccccc2)c1
#5 CC1(C)C=C(c2ccc(C=O)s2)CC(C)(C)N1
#6 O=C(OCc1nnc(-c2ccccc2)o1)C1CC(=O)N(Cc2ccco2)C1 (configuration not stated)

screen / no. | 1 | 2 | 3 | 4 | 5 | 6
TNAP inh noacc | 16 | -116 | -8 | -11 | -11 | -10
TNAP act hiacc | 1 | 1 | 1 | 1 | 1 | 1
NF-kB expr up | 1.2 | 1.3 | 1.1 | 1.3 | 1.2 | 1.2
FLuc stim CS | 1.1 | 1.1 | 1 | 1 | 1.1 | 1.1
FLuc inhib CS | -8 | -5 | -2 | 5 | -6 | -7
bIAP activator | 0.9 | 1.4 | 1.1 | 1 | 0.8 | 1.1
PMI act | 1 | 1 | 0.9 | 1 | 0.8 | 1.1
PMI act satM6P | 1.1 | 0.9 | 0.9 | 1 | 0.9 | 1.1
TNAP inh hi DEA | 1 | 0 | -2 | -4 | -3 | -2
APP 5'UTR act | 45 | -2 | -9 | -13 | 3 | -6

#7 CSc1cccc(NC(=O)C(C)C)c1
#8 Cc1ccc(CCP(=O)(O)CN2CCOCC2)cn1
#9 Cc1cc(C)cc(N(CC(=O)N2CC=C(c3ccccc3)CC2)S(=O)(=O)c2c(C)noc2C)c1
#10 O=C(O)/C=C/c1ccc2c(-c3ccccc3)onc2c1
#11 CCC(=O)Nc1cccc(C(=O)Nc2nccs2)c1
#12 C1=CN2CCC1C(c1ccccc1)C2 (configuration not stated)

screen / no. | 7 | 8 | 9 | 10 | 11 | 12
TNAP inh noacc | -4 | -9 | 31 | -9 | -12 | -18
TNAP act hiacc | 0.9 | 1 | 1 | 1 | 1 | 1.1
NF-kB expr up | 0.95 | 0.97 | 0.83 | 1.3 | 1.2 | 0.96
FLuc stim CS | 1 | 1 | 1 | 0.9 | 1 | 1.1
FLuc inhib CS | 3 | -2 | -3 | 6 | 3 | -9
bIAP activator | 1.1 | 1 | 1.1 | 0.8 | 1 | 1
PMI act | 0.9 | 0.8 | 1 | 1 | 1 | 1
PMI act satM6P | 0.8 | 0.9 | 1 | 1.2 | 0.9 | 1
TNAP inh hi DEA | 5 | -2 | 3 | 2 | -4 | -8
APP 5'UTR act | 3 | 13 | -5 | -7 | 18 | -5

Ten structures already listed, arranged by length of the SMILES, ascending:
#12 C1=CN2CCC1C(c1ccccc1)C2 (configuration not stated)
#8 Cc1ccc(CCP(=O)(O)CN2CCOCC2)cn1
#11 CCC(=O)Nc1cccc(C(=O)Nc2nccs2)c1
#5 CC1(C)C=C(c2ccc(C=O)s2)CC(C)(C)N1
#2 O=C(CNC(=O)c1ccncc1)N/N=C/c1ccccn1
#10 O=C(O)/C=C/c1ccc2c(-c3ccccc3)onc2c1
#6 O=C(OCc1nnc(-c2ccccc2)o1)C1CC(=O)N(Cc2ccco2)C1 (configuration not stated)
#3 CCOC(=O)C(C)Oc1c(Br)cc(C2NC(=O)NC(C)=C2C(C)=O)cc1OCC (configuration not stated)

screen / no. | 12 | 8 | 11 | 5 | 2 | 10 | 6 | 3
TNAP inh noacc | -18 | -9 | -12 | -11 | -116 | -9 | -10 | -8
TNAP act hiacc | 1.1 | 1 | 1 | 1 | 1 | 1 | 1 | 1
NF-kB expr up | 0.96 | 0.97 | 1.2 | 1.2 | 1.3 | 1.3 | 1.2 | 1.1
FLuc stim CS | 1.1 | 1 | 1 | 1.1 | 1.1 | 0.9 | 1.1 | 1
FLuc inhib CS | -9 | -2 | 3 | -6 | -5 | 6 | -7 | -2
bIAP activator | 1 | 1 | 1 | 0.8 | 1.4 | 0.8 | 1.1 | 1.1
PMI act | 1 | 0.8 | 1 | 0.8 | 1 | 1 | 1.1 | 0.9
PMI act satM6P | 1 | 0.9 | 0.9 | 0.9 | 0.9 | 1.2 | 1.1 | 0.9
TNAP inh hi DEA | -8 | -2 | -4 | -3 | 0 | 2 | -2 | -2
APP 5'UTR act | -5 | 13 | 18 | 3 | -2 | -7 | -6 | -9

#9 Cc1cc(C)cc(N(CC(=O)N2CC=C(c3ccccc3)CC2)S(=O)(=O)c2c(C)noc2C)c1
#1 COc1ccc(-c2nn(-c3ccccc3)cc2/C=N/NC(=O)c2cccc(S(=O)(=O)Nc3ccccc3Cl)c2)cc1

screen / no. | 9 | 1
TNAP inh noacc | 31 | 16
TNAP act hiacc | 1 | 1
NF-kB expr up | 0.83 | 1.2
FLuc stim CS | 1 | 1.1
FLuc inhib CS | -3 | -8
bIAP activator | 1.1 | 0.9
PMI act | 1 | 1
PMI act satM6P | 1 | 1.1
TNAP inh hi DEA | 3 | 1
APP 5'UTR act | -5 | 45

(further entries)
#13 COc1ccccc1NC(=O)CSc1nnc(Cc2cccn2C)n1-c1ccc(F)cc1
#14 CCN(CC)S(=O)(=O)c1ccc(NC(=O)C(C)N(c2ccc(OC)cc2)S(C)(=O)=O)cc1 (configuration not stated)
#15 CCCC/C(C)=N/NC(=O)C(=O)NCCc1ccccc1
#16 COc1ccc(OC(=O)C2CC(=O)N(c3ccc(C)cc3)C2)cc1 (configuration not stated)
#17 CCCS(=O)(=O)N1CCN(S(=O)(=O)c2ccccc2[N+](=O)[O-])CC1
#18 Brc1cccc2sc(N3CCCC3)nc12

screen / no. | 13 | 14 | 15 | 16 | 17 | 18
TNAP inh noacc | -21 | -4 | -5 | -8 | -1 | -5
TNAP act hiacc | 1.1 | 1 | 1.1 | 1.1 | 1 | 1
NF-kB expr up | 0.81 | 0.98 | 0.88 | 1.2 | 0.98 | 1.9
FLuc stim CS | 1 | 1 | 1 | 1.1 | 1.1 | 0.9
FLuc inhib CS | -3 | -2 | -5 | -6 | -6 | 7
bIAP activator | 1.1 | 1 | 1 | 0.9 | 1.1 | 0.8
PMI act | 0.8 | 0.9 | 1 | 0.9 | 1.1 | 0.9
PMI act satM6P | 0.8 | 1 | 1 | 1 | 1.1 | 0.9
TNAP inh hi DEA | -8 | -2 | -6 | -6 | -5 | 2
APP 5'UTR act | 10 | 4 | -4 | 0 | -10 | 37

#19 C=CCNC(=S)N1CCN(c2ncc3c(=O)c(C(=O)O)cn(CC)c3n2)CC1
#20 CC1(C)Cc2c(c(N3CCOCC3)nc3sc4c(N5CCOCC5)nnnc4c23)CS1
#21 O=C(COC(=O)Cc1cccs1)Nc1ccccc1Cl
#22 CCCCOc1ccc(C(=O)OC2CC(C)N(C)CC2C)cc1 (configuration not stated)
#23 CCOCCc1nnc(NC(=O)Cc2ccccc2)s1
#24 CCSC(=Nc1ccccc1)Nc1ccccc1

screen / no. | 19 | 20 | 21 | 22 | 23 | 24
TNAP inh noacc | -6 | -2 | -14 | -9 | -11 | -7
TNAP act hiacc | 1 | 1 | 1.1 | 1 | 1.1 | 1
NF-kB expr up | 1.2 | 0.91 | 0.99 | 0.8 | 1.1 | 1.2
FLuc stim CS | 1.1 | 1 | 1 | 1.1 | 1 | 1.1
FLuc inhib CS | -10 | -4 | 0 | -6 | -4 | -6
bIAP activator | 1 | 0.9 | 0.7 | 0.9 | 0.9 | 0.8
PMI act | 0.8 | 0.9 | 1.1 | 0.9 | 0.9 | 0.9
PMI act satM6P | 0.9 | 0.9 | 1 | 0.9 | 0.9 | 1
TNAP inh hi DEA | -3 | 1 | -6 | -1 | -6 | -4
APP 5'UTR act | 11 | 9 | -2 | 1 | 13 | 10

Quoted at random: 2 compounds from above
#20 CC1(C)Cc2c(c(N3CCOCC3)nc3sc4c(N5CCOCC5)nnnc4c23)CS1
#23 CCOCCc1nnc(NC(=O)Cc2ccccc2)s1

screen / no. | 20 | 23
TNAP inh noacc | -2 | -11
TNAP act hiacc | 1 | 1.1
NF-kB expr up | 0.91 | 1.1
FLuc stim CS | 1 | 1
FLuc inhib CS | -4 | -4
bIAP activator | 0.9 | 0.9
PMI act | 0.9 | 0.9
PMI act satM6P | 0.9 | 0.9
TNAP inh hi DEA | 1 | -6
APP 5'UTR act | 9 | 13

High-throughput results as filed in PubChem.
